High-throughput results deposited in PubChem BioAssay by Southern Research Specialized Biocontainment Screening Center.
Dengue-2 NS5 capping – Dengue-2 NS5 methyltransferase inhibitors, primary screen, biochemical, confirmation dose response (AID 588689) | Dengue-2 NS5 methyltransferase capping enzyme assay, biochemical; higher % means a stronger effect | inhibition, % at 25 µM; hits with a dose series show IC50 in µM | hit rate 0.3% among 340,000 | Genome polyprotein (Dengue virus type 2 (strain 16681-PDK53)); in the data active = a potency from the dose series
Dengue-2 NS5 capping pilot replicate – recorded beside Dengue-2 NS5 capping, whose call it bears; inhibition, %; measured here: pilot screen replicate inhibition
The depositor's hits bear a star.

SMILES	Dengue-2 NS5 capping	others
CC(C)(C)c1ccc(C(=O)NCC(=O)NCc2ccccn2)cc1	5%
COC(=O)c1cc2c(n1S(=O)(=O)c1ccc(C)cc1)C(=O)C(=O)c1[nH]cc(C(=O)OCc3ccccc3)c1-2	2%
Cc1ccc(CN(C)C(=O)CN2C(=O)NC3(CCCC3)C2=O)o1	-2%
COc1ccc(S(=O)(=O)N2CCc3ccccc32)cc1C(=O)Nc1ccc(NC(C)=O)cc1	-5%
COc1ccccc1C(=O)Nc1ccc(OCC(=O)N2C(C)CCCC2C)cc1 (stereo not given)	1%
O=C(Nc1ccc(OC(F)(F)F)cc1)C1CCCN(C(=O)c2ccc(Cl)cc2)C1 (stereo not given)	-6%
CC1=C(c2ccccc2)C=NNCC1=O	-4%
Cc1ccc2c(c1)CCO[C@]21O[C@H](CCO)C[C@H](O)[C@H]1O	-2%
Cc1onc(-c2ccccc2)c1C(=O)NCC(=O)Nc1cc(Cl)ccc1Cl	-16%
C[C@H](CO)N1C[C@H](C)[C@@H](CN(C)S(=O)(=O)c2ccccc2C#N)OCc2cn(nn2)CCCC1=O	-3%

Four compounds picked at random from the list so far:
SMILES	Dengue-2 NS5 capping	others
Cc1ccc2c(c1)CCO[C@]21O[C@H](CCO)C[C@H](O)[C@H]1O	-2%
O=C(Nc1ccc(OC(F)(F)F)cc1)C1CCCN(C(=O)c2ccc(Cl)cc2)C1 (stereo not given)	-6%
CC1=C(c2ccccc2)C=NNCC1=O	-4%
C[C@H](CO)N1C[C@H](C)[C@@H](CN(C)S(=O)(=O)c2ccccc2C#N)OCc2cn(nn2)CCCC1=O	-3%

More records
SMILES	Dengue-2 NS5 capping	others
O=C(NCCS(=O)(=O)N1CCCCC1)c1ccc2c(c1)OCO2	-7%
Cn1c(N)c(C(=O)COC(=O)c2ccc(-c3ccccc3)cc2)c(=O)n(C)c1=O	5%
O=C(COC(=O)Cn1[nH]c(=O)c2ccccc2c1=O)Nc1ncc(Cl)cc1Cl	4%
Cc1ccc(S(=O)(=O)Oc2ccccc2[N+](=O)[O-])cc1	-4%
COc1ccc2c(c1)c(C(=O)CN1CCCCC1)c(C)n2C	-2%
COc1ccc(S(=O)(=O)N2CCN(CC(=O)N3CCc4ccccc4C3)CC2)cc1OC	-3%
O=C(CNC(=O)c1cccs1)Nc1ccc2c(c1)OCCO2	-9%
C=CC[C@@H](Cc1ccc(F)cc1)C(=O)OC[C@H]1CCCN1C(=O)[C@H](CC=C)CC(=O)NCCO	3%
CS(=O)(=O)N1Cc2ccccc2CC1C(=O)OCC(=O)NCCc1ccc(S(N)(=O)=O)cc1 (stereo not given)	-1%
C[C@@H]1CN([C@H](C)CO)C(=O)CCCn2nncc2CO[C@H]1CN(C)Cc1ccc2c(c1)OCCO2	4%
Cc1nc2c(C)cccn2c(=O)c1NC(=O)c1ccc(Br)o1	-4%
CC[C@H](C)[C@H]1CNC(=O)C(=O)N1CC1CCN(CCc2ccccc2)CC1	-7%	Dengue-2 NS5 capping pilot replicate=0.0
CC1CCCC(NC(=O)CSc2nnc(-c3cccnc3)o2)C1C (stereo not given)	1%
CCN(CC(=O)Nc1c(F)cccc1F)C(=O)Cc1sc(C)nc1-c1ccc(F)cc1	-6%
Cc1ccc(C(=O)OCC(=O)NC2CC2)s1	1%
CC(NC(=O)COC(=O)C1CC1C)c1cccc(Cl)c1 (stereo not given)	0%
CCOc1ccc(OCCNC(=O)c2oc3ccccc3c2COC)cc1	4%
Cc1noc(C)c1CSCC(=O)Nc1ccc(OC(F)F)c(Cl)c1	-3%
CC(C)(C)OC(=O)NCCCCCNC(=O)c1[nH]cnc1C(=O)Nc1nccs1	3%
Cc1ccc(S(=O)(=O)N(C)C)cc1NC(=O)C(C)OC(=O)C1CCC1 (stereo not given)	-2%
CCCCN(C(=O)c1cccc(N2C(=O)c3ccccc3C2=O)c1)c1c(N)n(CCCC)c(=O)[nH]c1=O	-4%
CCCC1(CCC)NC(=O)N(CC(=O)N2CCc3ccccc32)C1=O	-1%
C#CCOCCOCCOCCNc1nc(N2CCN(C(=O)CCCCCCCCCCNC(=O)Cn3cc(CCCCCN)nn3)CC2)nc(N2CCN(C(=O)CCCCCCCCCCNC(=O)[C@H](CO)n3cc(CCCSC)nn3)CC2)n1	-8%
O=C1CN(C(=O)COC(=O)[C@@H]2CC(O)CN2S(=O)(=O)c2ccc(Cl)cc2)c2ccccc2N1 (stereo not given in full)	5%
CCOc1ccc(OCC(=O)N(C)c2c(N)n(Cc3ccccc3)c(=O)[nH]c2=O)cc1	1%
N#Cc1ccc2c(=O)n(-c3ccccc3)sc2c1	-34%
CC1(C)OC(C)(C)/C(=C\c2ccc(OCC(N)=O)cc2)C1=O	6%
CN1CCn2cnc(C(=O)Nc3ccc(CNC(=O)OC(C)(C)C)cc3)c2C1=O	-3%
CCCCN1C(=O)C(CC(=O)NCCN2CCOCC2)CC(C(=O)N(CC)CC)=C1C (stereo not given)	3%
CCCc1cc(=O)[nH]c(SCC(=O)Nc2ccc(Cl)c(S(=O)(=O)N3CCOCC3)c2)n1	1%
COc1ccc(C2=NOC(Cn3nc(-c4ccccc4)cc3C(=O)NCc3ccco3)C2)cc1 (stereo not given)	-5%
COc1ccc(CC(=O)N/N=C(\C)c2ccc(Br)s2)cc1	5%
O=C(OCc1cn([C@H]2CN(CC3CCCCC3)[C@@H](c3ccccc3)C[C@@H]2O)nn1)c1ccccc1	0%
CCCCCN(C(=O)CCC(=O)OCC(=O)N1CCC(C)CC1)c1c(N)n(CCCC)c(=O)[nH]c1=O	4%
COC(=O)c1ccc(COC(=O)CNC(=O)c2ccc(C)s2)cc1	-2%
CCCCN1C(=O)N(CCc2ccc(F)cc2)S(=O)(=O)c2cc(C(F)(F)F)ccc21	0%	Dengue-2 NS5 capping pilot replicate=1.5
O=C(NCCCN1CCCC1=O)c1ccc(Cl)c(S(=O)(=O)N2CCCCC2)c1	5%
COc1ccc(CN2CCC[C@]3(N[C@H](c4ccc(C)cc4)[C@@H]4C(=O)N(Cc5ccccc5)C(=O)[C@@H]43)C2=O)cc1	-6%
NC(=O)C1CCN(C(=O)C2CC(=O)N(c3ccc4c(c3)OCCO4)C2)CC1 (stereo not given)	-5%
C[C@H]1CN([C@@H](C)CO)C(=O)CCCn2nncc2CO[C@H]1CN(C)S(=O)(=O)c1ccc(Cl)cc1	-1%

As a short view, part of the list above:
SMILES	Dengue-2 NS5 capping	others
CC(C)(C)c1ccc(C(=O)NCC(=O)NCc2ccccn2)cc1	5%
COC(=O)c1cc2c(n1S(=O)(=O)c1ccc(C)cc1)C(=O)C(=O)c1[nH]cc(C(=O)OCc3ccccc3)c1-2	2%
Cc1ccc(CN(C)C(=O)CN2C(=O)NC3(CCCC3)C2=O)o1	-2%
COc1ccc(S(=O)(=O)N2CCc3ccccc32)cc1C(=O)Nc1ccc(NC(C)=O)cc1	-5%
COc1ccccc1C(=O)Nc1ccc(OCC(=O)N2C(C)CCCC2C)cc1 (stereo not given)	1%
O=C(Nc1ccc(OC(F)(F)F)cc1)C1CCCN(C(=O)c2ccc(Cl)cc2)C1 (stereo not given)	-6%

Carrying on.
SMILES	Dengue-2 NS5 capping	others
O=[N+]([O-])c1ccc(Oc2cccnc2)c([N+](=O)[O-])c1	2%
O=C(NCCCN1CCOCC1)C(=O)NCC1OCCN1S(=O)(=O)c1ccc(Cl)cc1 (stereo not given)	2%
COc1ccc(-c2c(C)nn3c(C(F)(F)F)cc(C)nc23)cc1	3%
Nc1nc(=O)n(C2CC(O)C(CO)O2)cc1F (stereo not given)	-2%
CCN(CC)C1Oc2cc3c(cc2C(c2cc(OC)c(OC)c(OC)c2)C1C)OCO3 (stereo not given)	-3%
O=c1oc(CCCO)cc2ccc(/C=C/c3cccc([N+](=O)[O-])c3)cc12	-7%
C#CCn1cc2c(c1-c1ccccc1)c(=O)n(C)c(=O)n2C	-3%
COc1cc2c(cc1NC(=O)C(Cl)Cl)-c1ccc(NC(=O)C(Cl)Cl)cc1C2	13%
COCCN(C(=O)COC(=O)CSc1ccc(Cl)cc1)c1c(N)n(Cc2ccccc2)c(=O)[nH]c1=O	-3%
CCCCN(C(=O)Cc1ccc(S(=O)(=O)N2CCOCC2)s1)c1ccccc1	-9%
COc1ccc(NC(=O)CN(C)C(=O)/C=C/c2cn(-c3ccccc3)nc2-c2cccs2)cc1	2%
CC(C)N(Cc1nnc(-c2ccccc2Br)o1)C(=O)c1cc(Cl)nc2ccccc12	2%
O=C(Cn1cc(COc2ccccc2C(F)(F)F)nn1)c1ccc(O)cc1	3%
C[C@@H]1CN([C@@H](C)CO)S(=O)(=O)c2ccc(Br)cc2O[C@H]1CN(C)C(=O)C1CCOCC1	3%
Cc1ccc(OCCCC(=O)ON=C(N)c2ccccc2C)cc1	2%
COc1ccc(C)c2sc(N(CCCN(C)C)C(=O)c3ccc4c(c3)OCCO4)nc12	0%
COc1ccc(C(=O)OCC(=O)N2CC(=O)Nc3ccccc32)cc1Br	7%
CCc1noc(C)c1C(=O)N(CC)CC(=O)Nc1cc(Cl)ccc1C	1%
O=[N+]([O-])c1ccccc1Oc1ccc(S(=O)(=O)N2CCOCC2)cc1	5%
Cn1c(=N)n(CC(=O)c2ccc(Br)cc2)c2ccccc21	2%
COc1cc(C(=O)OCCCN2CCOCC2)cc(OC)c1OC	1%
COC(=O)C(C(=O)OC)C1C=CCN(C(C)=O)C1 (stereo not given)	-1%
CN=C(Nc1cccc(S(=O)(=O)N2CCOCC2)c1)c1ccccc1	1%
O=C(NCc1ccccc1OC(F)(F)F)C1CCC(=O)N(CCCN2CCOCC2)C1 (stereo not given)	3%
COc1cc2c(C#Cc3cccnc3)c(-c3ccsc3)oc(=O)c2cc1OC	-2%
CSc1ncccc1C(=O)OCC(=O)c1ccc(S(=O)(=O)N2CCCCC2)cc1	-6%
CC(NC(=O)COC(=O)c1ccc([N+](=O)[O-])o1)c1ccccc1 (stereo not given)	-9%
COc1cc(OC)c(-c2oc3ccccc3c(=O)c2O)c(OC)c1	-5%
CC(=O)c1cccc(S(=O)(=O)N2CCN(CCOc3ccccc3)CC2)c1	6%
CN(C(=O)c1cccc(NC(=O)Cc2ccc(NC(=O)C3CCCN(C(=O)C4CC4)C3)cc2)c1)C1CCCC1 (stereo not given)	-8%	Dengue-2 NS5 capping pilot replicate=-4.8
COc1ccc(-c2cccc(NS(=O)(=O)c3cccc([N+](=O)[O-])c3)c2)nn1	1%
COc1ccccc1NS(=O)(=O)c1cccc(C(=O)N2CCCC2)c1	0%
COc1ccc(S(=O)(=O)N2CCOCC2)cc1NC(=O)CN1C(=O)NC(C)(C2CC2)C1=O (stereo not given)	-3%
Cc1ccc(NC(=O)COC(=O)CN2C(=O)NC3(CCCC3)C2=O)cc1Cl	2%
CC(C)(C)OC(=O)N1CCC(Cc2cc(-c3cccnc3)no2)(C(=O)O)CC1	-8%
O=C(Nc1nc2c(F)cc(F)cc2s1)C1CCN(C(=O)c2ccc(F)cc2)CC1	1%
C[C@@H]1CN([C@@H](C)CO)C(=O)c2cc(NC(=O)Nc3ccccc3)ccc2O[C@@H](C)CCCCO[C@H]1CN(C)C(=O)Nc1ccc(C(F)(F)F)cc1	1%
Cc1cccc(C)c1NC(=O)CN(C)C(=O)CC1CC2CCC1C2 (stereo not given)	-2%
C[C@@H]1CN([C@@H](C)CO)C(=O)c2cc(Br)cnc2O[C@@H]1CN(C)Cc1ccc(Oc2ccccc2)cc1	-2%
CC(=O)N(C(C)=O)c1ccc2c(c1)OCCO2	-2%
CCOC(=O)[C@H]1[C@H]2COc3cc(OC)ccc3[C@@H]2N2C(=O)CN(Cc3ccc(OC)cc3)C(=O)[C@@]12C	5%
Cc1ccc(C)c(NC(=O)COC(=O)CNC(=O)C2CCCCC2)c1	-9%
O=C(Cc1cccc(NC(=O)C2CCCN(C(=O)C3CCCCC3)C2)c1)Nc1cccc(C(=O)N2CCOCC2)c1 (stereo not given)	-6%	Dengue-2 NS5 capping pilot replicate=-5.5
Cc1ccc(-c2nnc(-c3ccc4ccccc4c3)o2)cc1	-5%
CN(CC(=O)Nc1ccc(Cl)c(C(F)(F)F)c1)C(=O)c1cc(-c2ccncc2)nc2ccccc12	-2%
CCCOC(=O)c1c(-c2ccccc2)nc(CC)c(C(=O)SCC)c1CCC	-4%
O=C1C=C(N2CCOCC2)c2cccc3cccc1c23	5%
COc1ccc(NC(=O)Nc2ccc3c(c2)C(=O)N([C@@H](C)CO)C[C@@H](C)[C@@H](CN(C)S(=O)(=O)c2cn(C)cn2)O3)cc1	-36%	Dengue-2 NS5 capping pilot replicate=-28
COc1ccc(Cl)cc1NC(=O)CN(C)C(=O)c1cccc(S(=O)(=O)N2CCN(C)CC2)c1	-9%
Cc1cnc(C(=O)OC(C(=O)c2c[nH]c3ccccc23)c2ccccc2)cn1 (stereo not given)	-9%
(cont.)
SMILES	Dengue-2 NS5 capping	others
CC(=O)c1ccc(S(=O)(=O)NCCC(=O)OCC(=O)N(Cc2ccccc2)C(C)(C)C)cc1	6%
CC(CNC(=O)CCCn1c(=O)c2cccn2c2cccnc21)c1ccccc1 (stereo not given)	4%
COc1ccc(C(CNC(=O)CCNS(=O)(=O)c2ccc(Br)cc2)N2CCCC2)cc1 (stereo not given)	-2%
CCOc1ccc(NC(=O)CN(C)C(=O)c2cc(S(=O)(=O)N3CCCCC3)ccc2Cl)cc1OCC	3%
Cc1ccc(C(=O)CN2C(=O)NC3(CCOc4ccccc43)C2=O)s1 (stereo not given)	-11%
N#Cc1ccccc1S(=O)(=O)N1CCN(C(=O)CCc2ccccc2)CC1	-4%
CC(C(=O)Nc1ccc(C#N)cc1)N(C)CC(=O)N(C)c1c(N)n(Cc2ccccc2)c(=O)[nH]c1=O (stereo not given)	2%
COc1ccc(F)cc1CN1CCN(C(=O)c2ccc(S(=O)(=O)N3CCCCCC3)cc2)CC1	2%

The list is partial (hit frequency here may not be typical).
